# Bioassay records: PubChem BioAssay, Broad Institute
# Casp6 inh = caspase-6 (human) enzyme inhibition | purified caspase-6, Z-VEID-R110 cleavage fluorescence | inhibition, % at 12.5 µM | P55212 | 350,000 tested, 0.53% active;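 active means mean inhibition across replicates at least about 35%, with every replicate also reaching that limit, limit read from the data; inconclusive means only one of the two criteria met; inactive means neither criterion met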;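 further: 0% = median of neutral control wells and 100% = no fluorescence left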
# Target sequence (P55212 24-179 limits assumed): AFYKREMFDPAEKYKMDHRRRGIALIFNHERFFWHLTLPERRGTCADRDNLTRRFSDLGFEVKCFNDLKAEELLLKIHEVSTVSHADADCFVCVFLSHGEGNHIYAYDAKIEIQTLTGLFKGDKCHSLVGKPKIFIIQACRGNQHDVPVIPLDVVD
# Target sequence (P55212 194-293 limits assumed): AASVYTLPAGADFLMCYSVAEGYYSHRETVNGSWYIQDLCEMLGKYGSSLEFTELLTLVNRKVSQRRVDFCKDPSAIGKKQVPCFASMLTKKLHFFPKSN
# DENV2 CPE rescue = protects cells from dengue virus 2 cytopathic effect. DENV2-infected cells, cytopathic effect rescue, plate reader. CPE inhibition, % at 9.99 µM. 350,000 tested, 1.7% active. AID 651640; in the data active means CPE inhibition above about 20%, passing the limit was not always enough; inconclusive means no clear call, values can overlap the other calls; tested in BHK-21 cells;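 further: 0% = median of neutral control wells and 100% = median of positive control wells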
# PAX8 inh HTS = PAX8 transcriptional activity inhibition. 360,000 tested, 1.2% active. inhibition, % at 12.6 µM. RMG-I TPO-luciferase reporter, SteadyGlo, 24 h;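 active means mean replicate inhibition at least 60% with every replicate also reaching 60%; inconclusive means only one of the two criteria is met; inactive means mean below 60% and not all replicates reaching 60%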;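 further: luciferase light reporting Pax8 driven TPO promoter activity; plate controls were median of neutral control wells for no effect and mitoxantrone controls for full effect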
# SIRT5 block = sirtuin-5 (human) deacylase inhibition. inhibition, % at 15 µM. Purified SirT5, succinyl-peptide AMC, trypsin-coupled fluorescence. Q9NXA8. 330,000 tested, 1.1% active; in the data active means inhibition above about 15%; inconclusive means no clear call, values can overlap the other calls
# Target sequence (Q9NXA8 whole entry, looked up): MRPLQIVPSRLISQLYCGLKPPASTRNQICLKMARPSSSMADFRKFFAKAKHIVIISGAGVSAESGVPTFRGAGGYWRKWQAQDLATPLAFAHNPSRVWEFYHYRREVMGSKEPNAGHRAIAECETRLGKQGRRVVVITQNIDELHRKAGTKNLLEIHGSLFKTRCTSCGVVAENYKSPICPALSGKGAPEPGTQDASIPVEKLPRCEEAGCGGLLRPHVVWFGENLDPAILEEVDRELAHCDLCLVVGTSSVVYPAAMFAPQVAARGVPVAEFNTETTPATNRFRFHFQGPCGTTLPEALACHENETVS
# ARNT-TACC3 inh = ARNT/TACC3 interaction disruption. AID 623870. 390,000 tested, 0.66% active. AlphaScreen His-ARNT PAS-B/GST-TACC3 binding, luminescence; TACC3 fragment carries E629A point mutation. inhibition, % at 9.99 µM;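 active means mean inhibition of replicates at least 50% and at least half of replicates each reaching 50%; inconclusive means half or more replicates reach 50% but mean below 50%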;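 further: 0% = complete ARNT plus TACC3 wells and 100% = ARNT alone without TACC3; many hits fall short of the cut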
# LGR2 inh = Drosophila LGR2 receptor signaling inhibition. HEK293 LGR2, CRE-luciferase, bursicon-stimulated, 4 h. inhibition, % at 9.99 µM. 380,000 tested, 0.35% active. AID 720647;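 active means drop in luminescence signal, shown as inhibition above about 50% in the replicate tests, limit read from the data, passing the limit was not always enough; inconclusive means probably only some replicates passing the limit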;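 further: agonist challenge used bursicon conditioned medium at about half maximal strength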
# EWS-Fli inh = blocks EWS/Fli oncoprotein-driven transcription. A673 NR0B1-luciferase reporter, viability-normalised. inhibition, % at 12.6 µM. 350,000 tested, 0.67% active;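 active means mean inhibition of at least 50% after viability correction, with every replicate also passing that limit; inconclusive means mean reaches 50% but only one of two replicates passes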;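 further: firefly luciferase signal divided by Alamar Blue viability fluorescence both relative to DMSO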
# An asterisk follows results filed as active; ? = inconclusive; . = not tested or not shown; & = joins results of further samples. Hits appear at their usual frequency, and some 4.9% of all compounds hit somewhere here.
No.	SMILES	Casp6 inh	DENV2 CPE rescue	PAX8 inh HTS	SIRT5 block	ARNT-TACC3 inh	LGR2 inh	EWS-Fli inh
1	COc1cccc(N(C(=O)Cn2nnc(-c3ccc(Cl)cc3)n2)C(C(=O)NCC2CCCO2)c2ccc(C)cc2)c1 (stereo unspecified)	2	2	4	-1	0	9	0
2	CC(CCN1C(Nc2ccccc2)=NC[C@@H]1C)c1ccccc1 (stereo partly specified)	-3	7	-26	2	0	2	1
3	Cc1ccn2c(=O)nc(SCC(=O)N3CCCCC3)nc2c1	2	?	6	1	0	-9	-7
4	CCOc1ccc(Nc2nc(Cc3nnc(SCC(=O)c4ccc(C)c(C)c4)o3)cs2)cc1	3	-2	.	1	-2	-3	-2
5	COc1ccccc1CNC(=O)C(=O)Nc1nccs1	1	5	-16	1	16	-22	-8
6	COc1ccc(C(CNC(=O)c2cccc(S(=O)(=O)Nc3ccccc3OC)c2)N2CCCC2)cc1 (stereo unspecified)	-116	-8	-2	-1	.	-10	-3
7	COc1ccc(C(=O)NCC(=O)Nc2cccc(S(=O)(=O)N3CCCC3)c2)cc1	2	-1	1	-3	4	21	4
8	COCC(=O)Nc1ccc2c(c1)C(=O)N(C)C[C@H](OC)[C@@H](C)CN(CCC(F)(F)F)[C@H](C)CO2	0	0	25	-5	-10	-14	0
9	OCC1(O)OC[C@@H](O)[C@H]1O (stereo partly specified)	-5	-4	.	3	-11	6	-5
10	CC(=O)N/C(=C\c1ccccc1)C(=O)OCC(=O)c1c(N)n(CC(C)C)c(=O)n(C)c1=O	-1	-11	5	-3	2	0	-2
11	CCOc1cc(N2CCOCC2)c(OCC)cc1NC(=O)COC(=O)c1ccc(Cl)cc1N	2	?	-4	-4	-3	8	12
12	COCCn1nnnc1C(c1cccs1)N1CCN2CCCC2C1 (stereo unspecified)	1	-2	6	3	-9	5	6
13	Cc1nn(CC(=O)N2CC(=O)Nc3ccccc32)c(C)c1[N+](=O)[O-]	0	-3	8	1	-2	.	0
14	CC(C)c1nnc(NC(=O)CSc2nc3ccccc3[nH]2)s1	3	6	-13	-4	-3	-12	-3
15	CCCc1nnc(SCC(=O)Nc2ccc(NC(C)=O)cc2)n1-n1cccc1	-4	-4	-137	4	-3	-4	-6
16	CC(C)C[C@@H](CNCC(=O)[C@H](CC(C)C)NC(=O)c1[nH]cnc1C(=O)N[C@H](CN)CC(C)C)NC(=O)c1nc[nH]c1C(=O)N[C@@H](Cc1ccccc1)C(=O)O	3	3	11	.	-15	-9	-3
17	O=C(NC1CCCCCCC1)c1ccc(Br)cc1	-2	1	-102	3	.	.	-56
18	CC(CCN1C(Nc2ccccc2)=NC[C@@H]1Cc1ccccc1)c1ccccc1 (stereo partly specified)	-6	0	3	.	-2	-4	8
19	O=C(N/N=C/c1cn(Cc2ccccc2)c2ccccc12)c1ccncc1	2	11	4	3	10	-13	17
20	O=C(CN1CCN(c2ccccc2F)CC1)NC(=O)NC1CCCCC1	-1	6	7	0	-8	-15	3
21	C[C@@H]1CCCCO[C@H](CN(C)C(=O)Nc2ccc3c(c2)OCO3)[C@@H](C)CN([C@@H](C)CO)C(=O)c2cc(NC(=O)c3ccccc3)ccc2O1	-2	8	-16	4	6	11	-3
22	CCOC(=O)CNS(=O)(=O)c1ccc(S(=O)(=O)N2CCCC2)cc1	-1	4	.	2	-7	-1	3
23	COC(=O)c1c(-c2ccc(OC)cc2)sc2cc(OC)c(OC)cc12	1	-4	-6	-5	-3	-11	-4
24	CCCC(=O)Nc1ccc2c(c1)OC[C@H](C)N(CC1CCOCC1)C[C@@H](C)[C@@H](OC)CN(C)C2=O	3	-3	-16	2	-2	8	0
25	COc1ccc(C#Cc2ccc3c(c2)O[C@@H](CN(C)C(=O)CN2CCOCC2)[C@@H](C)CN([C@H](C)CO)S3(=O)=O)cc1	2	15	13	-4	38	20	10
26	CO[C@H]1CC[C@H]2CCOc3c(C#N)cccc3C(=O)N(C)C[C@@H](C)C(=O)N(C)C[C@H]1O2	1	2	-7	0	-1	-3	-7
27	Cc1noc(C)c1S(=O)(=O)Nc1ccc2c(c1)CC(=O)N([C@@H](C)CO)C[C@H](C)[C@@H](CN(C)Cc1ccc(C(F)(F)F)cc1)O2	0	-10	.	4	-2	-25	2
28	CCC(C(=O)N1CCC(N2CCCCC2)CC1)n1nc(C)c2sc3ccccc3c2c1=O (stereo unspecified)	-9	3	-13	1	.	3	-1
29	COc1ccc(OC)c(/C=C/C(=O)NC2=NCCS2)c1	-5	-1	32	-5	-5	-10	-20
30	COc1ccccc1-n1cnnc1SCC(=O)NC1CCCCC1	-3	-4	-5	0	8	8	-3

# Compound profiles (already shown). Order of values: Casp6 inh	DENV2 CPE rescue	PAX8 inh HTS	SIRT5 block	ARNT-TACC3 inh	LGR2 inh	EWS-Fli inh
# Shown for COc1ccccc1CNC(=O)C(=O)Nc1nccs1 = 1	5	-16	1	16	-22	-8
# Shown for C[C@@H]1CCCCO[C@H](CN(C)C(=O)Nc2ccc3c(c2)OCO3)[C@@H](C)CN([C@@H](C)CO)C(=O)c2cc(NC(=O)c3ccccc3)ccc2O1 = -2	8	-16	4	6	11	-3
# Shown for Cc1noc(C)c1S(=O)(=O)Nc1ccc2c(c1)CC(=O)N([C@@H](C)CO)C[C@H](C)[C@@H](CN(C)Cc1ccc(C(F)(F)F)cc1)O2 = 0	-10	.	4	-2	-25	2
# Shown for CCCc1nnc(SCC(=O)Nc2ccc(NC(C)=O)cc2)n1-n1cccc1 = -4	-4	-137	4	-3	-4	-6
# Shown for O=C(NC1CCCCCCC1)c1ccc(Br)cc1 = -2	1	-102	3	.	.	-56

# Carrying on.
No.	SMILES	Casp6 inh	DENV2 CPE rescue	PAX8 inh HTS	SIRT5 block	ARNT-TACC3 inh	LGR2 inh	EWS-Fli inh
31	CCCNC(=O)N(C)C[C@@H]1Oc2ncc(-c3cccc(C#N)c3)cc2C(=O)N([C@@H](C)CO)C[C@H]1C	.	.	-5	.	.	21	-4
32	COc1ccc(N(CC(=O)N2CCc3ccccc3C2)S(C)(=O)=O)cc1	2	.	.	.	5	-4	.
33	COCC(=O)N1CCCCN2[C@H](CO)[C@@H](c3ccc(-c4ccc(OC)cc4)cc3)[C@H]2C1	1	1	-7	1	-5	-9	.
34	CCOC(=O)c1c(C)n(C)c2cc(-c3cccc(C(F)(F)F)c3)c(O)cc12	-2	3	10	-3	-1	5	9
35	CN1CCN(C(=O)C2CCCN(c3ncnc4c3nc3n4CCCCC3)C2)CC1 (stereo unspecified)	-7	-4	11	0	1	-18	3
36	Cc1ccc(C(=O)CSc2nnc(-c3ccncc3)n2C)cc1	.	-1	-6	-1	1	-49	-5
37	O=C(O)c1cc(-c2cccnc2)nc2ccccc12	-5	?	16	0	-5	-20	4
38	COc1c(Cl)cc(Br)c(OC)c1C(=O)NC(=O)Nc1nc(C)cc(C)n1	-1	32*	-2	-2	-3	-8	-16
39	COc1ccc(NC(=O)CSc2ccccn2)c([N+](=O)[O-])c1	5	0	-70	-1	.	-77	3
40	CN(CC1CCCCO1)C(=O)c1cc(COc2ccc(F)cc2Cl)on1 (stereo unspecified)	3	4	.	-3	2	-42	.
41	C[C@@H]1CCCCO[C@H](CN(C)C(=O)C2CCCCC2)[C@@H](C)CN([C@@H](C)CO)C(=O)c2cc(NS(=O)(=O)c3ccccc3)ccc2O1	-1	-1	1	9	5	4	-7
42	CC1CC(=O)Nc2ccccc2N1C(=O)COc1ccc2cc(Br)ccc2c1 (stereo unspecified)	-1	-5	-16	-3	-5	6	2
43	CC1(Oc2ccc(Cl)cc2)CCN(Cc2csc3ccccc23)C1 (stereo unspecified)	-3	-2	-8	.	.	-1	-7
44	C[C@@H]1CCCCO[C@@H](CN(C)S(=O)(=O)c2cn(C)cn2)[C@@H](C)CN([C@H](C)CO)C(=O)c2cc(N(C)C)ccc2O1	3&-2&6	?	8&-10&-2	-2&3&3	0&10	-20&8	-8&-1
45	CN(/N=C/c1ccc2c(c1)OCO2)c1ccccc1	.	.	-147	.	5	-84	.
46	CCCNC(=O)C1CC(=O)N(c2ccc(OCC(=O)Nc3cccc(C)c3C)cc2)C1 (stereo unspecified)	-2	-4	1	.	.	-4	-4
47	C[C@@H]1CN([C@@H](C)CO)C(=O)c2cc(NS(C)(=O)=O)ccc2O[C@@H](C)CCCCO[C@H]1CN(C)S(=O)(=O)c1cn(C)cn1	2	-4	.	-2	0	5	-6
48	Cc1noc(C)c1S(=O)(=O)Nc1ccc2c(c1)CC(=O)N([C@H](C)CO)C[C@@H](C)[C@H](CN(C)C)O2	1	-6	4	2	-7	9	-2
49	Cc1cc(C)cc(C(=O)N(Cc2ccco2)c2c(N)n(Cc3ccccc3)c(=O)[nH]c2=O)c1	2	0	7	-2	-4	7	7
50	Cn1c(=O)c2sccc2n(CC(=O)NCCC2=CCCCC2)c1=O	-2	2	-13	.	-4	-2	5
51	COc1cccc(CNC(=O)C(C(=O)NCc2cccc(OC)c2)c2ncc(C(F)(F)F)cc2Cl)c1	-2	-1	13	1	-3	-16	0
52	Cc1ccc(C)c(NC(=O)c2ccc3c(=O)n4c(nc3c2)CCC4)c1	1	?	-127	-1	-1	-19	-82
53	C[C@@H]1CN([C@@H](C)CO)C(=O)c2cc(/C=C/c3ccccc3)cnc2O[C@@H]1CN(C)C(=O)c1cccnc1	0	6	-8	-22	-1	0	-9
54	N/C(CN1CCCC1=O)=N\OC(=O)c1ccc(Cl)c(Cl)c1	0	-2	-19	3	-2	21	0

# An excerpt from above, reduced to ARNT-TACC3 inh, LGR2 inh and Casp6 inh.
nr	mol	ARNT-TACC3 inh	LGR2 inh	Casp6 inh
40	CN(CC1CCCCO1)C(=O)c1cc(COc2ccc(F)cc2Cl)on1 (stereo unspecified)	2	-42	3
41	C[C@@H]1CCCCO[C@H](CN(C)C(=O)C2CCCCC2)[C@@H](C)CN([C@@H](C)CO)C(=O)c2cc(NS(=O)(=O)c3ccccc3)ccc2O1	5	4	-1

# Looked up above.
# Result of compound 32 in LGR2 inh: -4
# Result of compound 53 in PAX8 inh HTS: -8
# Result of compound 50 in DENV2 CPE rescue: 2
# Result of compound 33 in SIRT5 block: 1
# Result of compound 46 in LGR2 inh: -4
# Result of compound 31 in EWS-Fli inh: -4
